RBBP9 inh: human RBBP9 inhibitors, primary screen, biochemical, fluorescence polarization, FP-Rh probe, HTS | recombinant RBBP9 | inhibition, % at 7.94 µM | 220,000 compounds, 0.2% hits | AID 1515, 2009 | Serine hydrolase RBBP9 (Homo sapiens), O75884;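 active means inhibition above the campaign mean of all tested compounds plus 3 SD, cut at about 14% in these data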;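 further: plate controls were DMSO wells with RBBP9 for no effect and wells lacking RBBP9 protein for full effect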
Target sequence (O75884 whole entry, looked up): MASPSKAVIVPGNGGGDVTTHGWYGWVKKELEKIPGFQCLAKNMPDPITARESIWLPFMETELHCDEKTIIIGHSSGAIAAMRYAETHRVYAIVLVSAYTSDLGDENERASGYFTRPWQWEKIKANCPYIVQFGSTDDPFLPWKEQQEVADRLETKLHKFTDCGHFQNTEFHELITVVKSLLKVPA
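Test system – recombinant human RBBP9 · Input – RBBP9 2.5 µM in dispensing solution, pre-mixing · Medium – Tris buffer pH 8.0, NaCl, Pluronic · Schedule – preincubation 30 min plus labeling 45 min at 25 °C · Measured by – fluorescence polarization · Measure – % inhibition · Controls – DMSO and no-protein wells · Replicates – one well per compound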
Runt-SMMHC FRET: inhibitors of RUNX1 Runt–CBFb-SMMHC binding, primary screen, biochemical, FRET, Cerulean-Runt, Venus-CBFb-SMMHC, uHTS; AID 1434, 2008; inhibition, % at 20 µM; 220,000 compounds, 0.74% hits; Runt-related transcription factor 1 (Homo sapiens) + Core-binding factor subunit beta …; Cerulean-Runt/Venus-CBFb-SMMHC FRET ratio 530/480, 1 h;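 active means mean inhibition across duplicate retests at 20 µM reaching about 50%, limit read from the data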;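 further: 0% = DMSO wells and 100% = wells with excess untagged CBFb-SMMHC; inhibitors lower the FRET ratio by blocking Runt binding to CBFb-SMMHC; some results filed as inactive read as strong as hits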
Target sequence (Q01196 whole entry, looked up): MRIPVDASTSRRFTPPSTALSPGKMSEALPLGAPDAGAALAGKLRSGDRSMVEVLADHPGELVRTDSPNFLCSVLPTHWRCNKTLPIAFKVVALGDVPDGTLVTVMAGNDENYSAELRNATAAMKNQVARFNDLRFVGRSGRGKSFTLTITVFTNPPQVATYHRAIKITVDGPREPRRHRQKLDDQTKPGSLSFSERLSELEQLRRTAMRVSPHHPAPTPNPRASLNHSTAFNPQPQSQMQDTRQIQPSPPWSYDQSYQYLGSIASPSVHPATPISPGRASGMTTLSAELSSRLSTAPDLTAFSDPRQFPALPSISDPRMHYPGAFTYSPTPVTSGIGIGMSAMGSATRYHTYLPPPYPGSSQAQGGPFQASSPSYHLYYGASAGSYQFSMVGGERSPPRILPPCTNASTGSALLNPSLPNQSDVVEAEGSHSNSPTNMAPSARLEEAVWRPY
Target sequence (Q13951 whole entry, looked up): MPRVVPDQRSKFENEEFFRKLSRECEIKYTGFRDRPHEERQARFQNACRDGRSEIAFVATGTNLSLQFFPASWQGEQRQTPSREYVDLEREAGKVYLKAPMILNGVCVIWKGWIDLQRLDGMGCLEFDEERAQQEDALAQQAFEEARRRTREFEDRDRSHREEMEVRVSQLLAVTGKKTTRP
p97 inhibitor: inhibitors of human p97 ATPase, primary screen, biochemical | recombinant p97 ATPase, Kinase-Glo ATP luminescence, 3 h | 220,000 compounds, 0.42% hits | Transitional endoplasmic reticulum ATPase (Homo sapiens), P55072 | inhibition, % at 8 µM; in the data active means inhibition above about 15%;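 further: 0% = DMSO vehicle and 100% = wells lacking enzyme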
p47phox inh: p47phox/p22phox peptide binding inhibitors, primary screen, biochemical, uHTS, NADPH oxidase regulatory subunit. Neutrophil cytosol factor 1 (Homo sapiens), P14598. fluorescence polarization, 2 h. inhibition, % at 24.7 µM. 220,000 compounds, 0.53% hits. AID 1274, 2008;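 active means inhibition above about 30%, limit read from the data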;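 further: 0% = p47phox with labelled peptide and 100% = labelled peptide alone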
m-calpain inh: inhibitors of pig calpain II, primary screen, biochemical, fluorogenic peptide substrate, 1536-well; purified calpain II, 30 min; inhibition, % at 16 µM; 220,000 compounds, 0.37% hits; AID 1236, 2008;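 active means inhibition above about 50%, limit read from the data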
EBV gp42 block: Epstein-Barr virus gp42 inhibitors, primary screen, biochemical, uHTS, fluorescence polarization | Glycoprotein 42 (Epstein-Barr virus (strain AG876)), Q1HVG2 | Fluorescence polarization binding assay, mP read-out | 220,000 compounds, 0.42% hits | inhibition, % (tested at 21.74 µM); in the data active means inhibition above about 50%
Furin inhibitor: human furin inhibitors, primary screen, biochemical, fluorescence intensity. P09958. 220,000 compounds, 0.061% hits. inhibition, % at 30 µM. purified furin, fluorogenic substrate cleavage; in the data active means inhibition above about 25%; further: inactives centre near -15
Tb hexokinase: Trypanosoma brucei hexokinase 1 inhibitors, primary screen, biochemical, G6PDH-coupled NADH absorbance, MLSCN library. hexokinase 1 [Trypanosoma brucei]. recombinant TbHK1, G6PDH-coupled NADH A340. inhibition, % at 10 µM. 220,000 compounds, 0.11% hits. AID 1430, 2008;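 active means inhibition of 50% or more in the single-dose primary screen; inactive means inhibition below 50%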
Runt-CBFb FRET: inhibitors of RUNX1 Runt–CBFb binding, primary screen, biochemical, FRET, Cerulean-Runt, Venus-CBFb, uHTS; Cerulean-Runt/Venus-CBFb FRET ratio 530/480, 1 h; inhibition, % at 20 µM; 220,000 compounds, 0.46% hits;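 active means inhibition over about 50% at 20 µM in the single-dose screen, limit read from the data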;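 further: 0% = DMSO wells and 100% = excess unlabeled CBFb competitor control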
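Measured by: fluorescence energy transfer, 422 nm excitation, 530/480 nm emission; Assay system: Cerulean-Runt domain; Medium: Tris pH 7.5 buffer with BSA; Measure: loss of energy transfer signal; Controls: 5 µM unlabeled CBFb as full-inhibition high control; Incubation: protein complex preformed 1 h, compound exposure 1 h, room temperature, dark.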
* = called active by the depositor; · = no result given; [ ] = another dose, or the depositor's remark.

mol	RBBP9 inh	Runt-SMMHC FRET	p97 inhibitor	p47phox inh	m-calpain inh	EBV gp42 block	Furin inhibitor	Tb hexokinase	Runt-CBFb FRET
CCOC(=O)CC1COc2ccccc2N1C(=O)c1ccc(F)cc1 (centres undefined)	-5	-2	2	-11	-20	-13	-19	-1	-8
O=C(O)C1C2C=CC(C2)C1C(=O)NCCc1cccc(Cl)c1 (centres undefined)	1	-2	4	-9	4	-7	-5[20 µM]	0	-2
Cc1cc(Cl)ccc1Nc1ncccc1C(N)=O	-6	-1	-1	-9	-12	6	-12	-11	-2
CSc1nc(NC(C)(C)C)nc(Oc2ccc(=O)[nH]n2)n1	4	-5	2	-14	-14	-22	-12[20 µM]	6	2
COC(=O)c1ccc(OCC(O)CN2CCC(C)CC2)cc1 (centres undefined)	-6	1	3	-9	-42	2	-43	-2	1
CCOC(=O)N1CCC(N(CCN(C)C)C(=S)Nc2cc(C)cc(C)c2)CC1	8	0	10	-10	6	-10	-15	3	2
Cc1cnc(NC(=O)c2ccco2)s1	-10	1	0	-17	11	-22	-7	-16	-1
O=C1CSC(c2cccc([N+](=O)[O-])c2)N1C1CC2CCC1C2 (centres undefined)	-11	2	4	-10	-2	-9	-17	-7	2
Cn1c(=O)c2c(nc(CN3CCCCC3)n2CCc2ccccc2)n(C)c1=O	1	-134	0	-6	-11	-27	-5[20 µM]	-4	-8
Cc1nnc(NC2=NCCC2)s1	-3	5	0	0	-24	-7	3	-4	-2
Cc1ccc(NC(=O)COC(=O)COc2ccc(Cl)cc2)c([N+](=O)[O-])c1	-5	-1	3	-4	1	-15	-30	-1	-2
COc1ccc(/C=C/C(=O)OCC(=O)c2c(N)n(C)c(=O)n(C)c2=O)cc1	0	6	6	-10	-9	-12	-14	1	-4
COC(=O)c1cn(C(C)C(=O)NCc2ccco2)c2ccccc12 (centres undefined)	0	-4	5	-4	-3	-16	-11	4	0
O=C(Nc1ccccc1N1CCN(c2ccccc2)CC1)c1cccc(F)c1	-1	5	2	-17	-16	-6	-15	9	1
CC1(C)CC(=O)C2=C(C1)N(Cc1ccco1)C(=O)C2(NC(=O)c1cccnc1)C(F)(F)F (centres undefined)	-7	5	4	-6	-23	-13	-6	-4	2
COc1ccccc1N1CCN(C2CCN(S(=O)(=O)c3ccc(NC(C)=O)cc3)CC2)CC1	-5	2	0	11	-23	-11	-18	-1	1
COc1cc(C(=O)Nc2ccc(C)cn2)c([N+](=O)[O-])cc1OC	-9	4	0	-2	-20	-1	-23	-14	-2
O=C(CCc1ccccc1)N1N=C(c2ccncc2)CC1(O)C(F)(F)F (centres undefined)	-7	2	-1	2	-23	-16	-16	-2	0
COc1ccc(CN(CCC(c2ccccc2)c2ccc(OC(C)C)cc2)C(=O)CCl)cc1OC (centres undefined)	0	-7	3	-8	14	-6	-12	-7	-14
Cc1cccc(C(=O)NC(=S)NNC(=O)Cc2ccccc2)c1	4	1	3	-10	12	3	-1	67*	9
COc1ccc(Cc2nc(-c3cccnc3)no2)cc1OC	-7	4	1	-5	-26	3	-19	-10	-2
CC(C)(C)NC(=O)CSC(=Nc1cccc(F)c1)NC#N	1	1	2	-7	26	-14	-19[20 µM]	4	·
Cc1ccc(OC(=O)CCc2c(C)nc3ncnn3c2C)cc1	-5	-2	-2	-11	7	-14	-24[20 µM]	-2	2
Cc1ccc(C2c3sc(=O)[nH]c3SC3C(=O)NC(=O)C32)cc1 (centres undefined)	3	13	4	-5	-6	25	-11	1	18
Cc1c(C(=O)OCCN2CCCCC2)oc2ccccc12	-4	2	-4	2	16	-14	-9	-5	1
CCN1C(=O)C(CC(=O)Nc2ccc(Cl)cc2)N(NC(=O)c2ccncc2)C1=S (centres undefined)	1	-5	11	-3	8	5	-17	-9	1
CCOC(=O)C1(Cc2ccccc2C)CCCN(C(=O)c2cc(C3CC3)[nH]n2)C1 (centres undefined)	-2	3	1	-7	13	-2	-14	-15	-2
COc1ccc(-c2cc(C(F)F)n3ncc(C(=O)NCC4CCCO4)c3n2)cc1 (centres undefined)	-3	62*	-8	-8	-493	-5	-17[20 µM]	-5	18
Cc1ccc(N2C(N)=C(C#N)C3(C(=O)N(C)c4ccccc43)C3=C2CC(C)(C)CC3=O)cc1Cl (centres undefined)	-5	0	2	-8	7	-9	-20[20 µM]	-18	-2
COC(=O)[C@H](CCSC)NC(=O)N1CCN(c2cccc(C(F)(F)F)c2)CC1	-3	-4	1	-17	-39	-11	-12	-7	0
COc1ccc(OC)c(C2C=C(C34CC5CC(CC(C5)C3)C4)NC(=S)N2)c1 (centres undefined)	-2	8	-5	-31	24	10	-2	40	0
CCN(CC)S(=O)(=O)c1ccc(N/N=C(\C)c2ccc3c(c2)OCO3)c([N+](=O)[O-])c1	-17	-6	-4	-21	44	-3	8	-3	-10
O=C(NC1CC2CCCC(C1)N2C(=O)N1CCCCC1)C1CCCCC1 (centres undefined)	-3	-5	-1	-11	-11	-14	-25	3	-1
Cc1cc(C)n(CCC(=O)N=Nc2c(O)[nH]c3ccccc23)n1	6	1	9	1	1	-7	-23	-23	-1
O=C(NNC(=O)c1csc(-c2cccnc2)n1)c1ccccc1	-1	-3	5	-8	6	-11	-11	-10	2
N#Cc1ccsc1NC(=O)CN1CCCCCC1	-6	-2	4	-2	0	-1	-19[20 µM]	-7	-1
Cc1nn(Cc2c(F)c(F)c(F)c(F)c2F)c(C)c1NC(=O)c1nn(C)cc1[N+](=O)[O-]	-7	-4	1	-1	-8	-16	-24[20 µM]	-4	1
COc1ccc2c(c1)CC(C)C/C2=N\NC(=O)c1ccco1 (centres undefined)	1	-2	2	-6	1	-21	-30	-29	-1
Cc1ccc(-n2c(C)cc(/C=N/Nc3ccc([N+](=O)[O-])cn3)c2C)cc1	2	-6	-2	-10	-15	-55	-5[20 µM]	-4	-5
CC(C)CNS(=O)(=O)c1ccc(CCC(=O)NCc2ccncc2)cc1	-5	-4	5	8	-16	0	-16	0	4
O=C(NCc1ccc(N2CCCC2=O)cc1)NC1CCCCC1	0	-1	6	-9	36	7	-23[20 µM]	4	-7
O=C(C(Sc1ccccc1)c1ccccc1)N1CCOCC1 (centres undefined)	-10	-2	0	-3	-14	-5	-20	-2	-2
c1ccc(Nc2nc(NCc3ccco3)c3ccccc3n2)cc1	8	2	22*	-33	-16	14	-15	-16	-1
O=S(=O)(NCC1CCCO1)c1ccc(S(=O)(=O)N2CCCC2)cc1 (centres undefined)	-3	4	9	-9	-4	-16	-8[20 µM]	3	0
COc1cccc(NC(=O)C2C3C=CC4(O3)C2C(=O)N(C(C)C)C4C(=O)NC2CCCCC2C)c1 (centres undefined)	-5	-7	1	-6	-14	-7	21[20 µM]	0	-4
C=CCOc1ccc(CNCCc2ccc(S(N)(=O)=O)cc2)cc1	-2	0	6	-5	7	-1	-21	5	-6
NC(=O)c1ccsc1NC(=O)c1ccc(S(=O)(=O)N2CCCC2)cc1	-9	-2	2	-13	30	1	-22	-14	0
Cc1c(NC(=O)C2(c3ccc(Cl)cc3)CCCC2)c(=O)n(-c2ccccc2)n1C	-11	0	-9	-10	-8	-12	-11[20 µM]	24	2
O=C(CSc1nnc(C2COc3ccccc3O2)o1)Nc1nccs1 (centres undefined)	-7	-3	5	37*	-12	-22	-28	0	5
CCOC(=O)N1CCc2c(sc(NC(=O)CN3CCOCC3)c2C#N)C1	0	-4	9	1	14	-12	-17	-12	1
CN(Cc1ccco1)C(=O)c1c[nH]c2ccc(S(=O)(=O)Nc3ccc4c(c3)OCCO4)cc2c1=O	-8	-1	7	-6	-12	4	-22	-12	0
COc1ccc(-c2nc(SC(CC(=O)NCCO)c3cccs3)n[nH]2)cc1 (centres undefined)	-8	-3	8	-8	-7	3	-13	4	0

Eleven entries already listed, ordered by heavy-atom count, largest number first.
mol	RBBP9 inh	Runt-SMMHC FRET	p97 inhibitor	p47phox inh	m-calpain inh	EBV gp42 block	Furin inhibitor	Tb hexokinase	Runt-CBFb FRET
CN(Cc1ccco1)C(=O)c1c[nH]c2ccc(S(=O)(=O)Nc3ccc4c(c3)OCCO4)cc2c1=O	-8	-1	7	-6	-12	4	-22	-12	0
Cc1nn(Cc2c(F)c(F)c(F)c(F)c2F)c(C)c1NC(=O)c1nn(C)cc1[N+](=O)[O-]	-7	-4	1	-1	-8	-16	-24[20 µM]	-4	1
CCN(CC)S(=O)(=O)c1ccc(N/N=C(\C)c2ccc3c(c2)OCO3)c([N+](=O)[O-])c1	-17	-6	-4	-21	44	-3	8	-3	-10
CCN1C(=O)C(CC(=O)Nc2ccc(Cl)cc2)N(NC(=O)c2ccncc2)C1=S (centres undefined)	1	-5	11	-3	8	5	-17	-9	1
COc1ccc(OC)c(C2C=C(C34CC5CC(CC(C5)C3)C4)NC(=S)N2)c1 (centres undefined)	-2	8	-5	-31	24	10	-2	40	0
O=C(NC1CC2CCCC(C1)N2C(=O)N1CCCCC1)C1CCCCC1 (centres undefined)	-3	-5	-1	-11	-11	-14	-25	3	-1
O=C(CSc1nnc(C2COc3ccccc3O2)o1)Nc1nccs1 (centres undefined)	-7	-3	5	37*	-12	-22	-28	0	5
O=S(=O)(NCC1CCCO1)c1ccc(S(=O)(=O)N2CCCC2)cc1 (centres undefined)	-3	4	9	-9	-4	-16	-8[20 µM]	3	0
O=C(NCc1ccc(N2CCCC2=O)cc1)NC1CCCCC1	0	-1	6	-9	36	7	-23[20 µM]	4	-7
O=C(C(Sc1ccccc1)c1ccccc1)N1CCOCC1 (centres undefined)	-10	-2	0	-3	-14	-5	-20	-2	-2
N#Cc1ccsc1NC(=O)CN1CCCCCC1	-6	-2	4	-2	0	-1	-19[20 µM]	-7	-1

Copied from the list:
Under m-calpain inh, Cc1nnc(NC2=NCCC2)s1 has -24
Under Runt-CBFb FRET, COc1ccc(/C=C/C(=O)OCC(=O)c2c(N)n(C)c(=O)n(C)c2=O)cc1 has -4

Two records drawn at random from the list so far, as already listed:
mol	RBBP9 inh	Runt-SMMHC FRET	p97 inhibitor	p47phox inh	m-calpain inh	EBV gp42 block	Furin inhibitor	Tb hexokinase	Runt-CBFb FRET
COc1ccc(-c2nc(SC(CC(=O)NCCO)c3cccs3)n[nH]2)cc1 (centres undefined)	-8	-3	8	-8	-7	3	-13	4	0
O=C(NCc1ccc(N2CCCC2=O)cc1)NC1CCCCC1	0	-1	6	-9	36	7	-23[20 µM]	4	-7

Screening data: PubChem BioAssay, several laboratories
